Bioassay records (PubChem)
ANO1 block – blocks the mouse calcium-activated chloride channel TMEM16A. Q8BHY3. HEK293 TMEM16A/YFP iodide influx fluorescence, ionomycin. 1.2% of 310,000 active. AID 588511. normalized B-score (activity score, 25-100; higher = stronger inhibition) at 10 µM;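 active means ratio plate-corrected score three or more library SD toward inhibition, starting fluorescence score within five deviations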;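 further: score derived from kinetic fluorescence span divided by baseline fluorescence per well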
KCNK3 block – human KCNK3 channel inhibition, primary screen; CHO-KCNK3 thallium flux, FluxOR fluorescence; active compounds read low; B-score at 10 µM; 0.84% of 340,000 active; O14649; AID 602410;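 active means B-score under library mean minus 4 SD, starting fluorescence ratio at most library mean plus 5 SD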;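 further: more negative B-score means stronger inhibition of thallium flux through KCNK3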
Target sequence (O14649 whole entry, looked up): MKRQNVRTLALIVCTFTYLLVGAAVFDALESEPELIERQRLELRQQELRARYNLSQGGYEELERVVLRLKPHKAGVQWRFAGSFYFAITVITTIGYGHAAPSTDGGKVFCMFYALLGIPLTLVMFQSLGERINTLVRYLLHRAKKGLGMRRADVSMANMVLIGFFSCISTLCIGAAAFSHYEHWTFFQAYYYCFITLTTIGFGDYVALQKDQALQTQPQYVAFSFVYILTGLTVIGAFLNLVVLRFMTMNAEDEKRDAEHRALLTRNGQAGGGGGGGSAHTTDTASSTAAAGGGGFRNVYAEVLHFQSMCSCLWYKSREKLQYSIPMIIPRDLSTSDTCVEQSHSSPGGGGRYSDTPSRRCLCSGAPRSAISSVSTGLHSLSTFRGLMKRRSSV
hERG rescue – hERG (human) protection from proarrhythmic block; Q12809; activation (rescue from dofetilide block), less the hit threshold, % at 10 µM; 0.51% of 310,000 active; CHO-hERG, FluxOR thallium flux, dofetilide IC70 present;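 active means activation above the mean of controls blocked by dofetilide plus 5 SD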;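 further: thallium influx through hERG after potassium depolarization seen as dye fluorescence rise; in these data hits start at about 4.7%; inactives centre near -7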
RGS4 pot – potentiators or activators of RGS4 | 0.92% of 310,000 active | B-score at 10 µM | AID 463111 | HEK293 M3R/inducible RGS4, carbachol calcium flux Fluo4; active compounds read low;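 active means B-score of the integrated calcium signal more than 4 SD below the library mean, with starting fluorescence not abnormally high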;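 further: negative B-score means reduced calcium response which marks RGS4 activation or potentiation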
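Test system: HEK293 cells with stable M3R and inducible RGS4; also added: carbachol at ECmax as muscarinic agonist stimulus; schedule: dye loading 30 min 37 °C, buffer rest 30 min RT; technique: kinetic calcium fluorescence imaging with Fluo4-AM dye, 2 µM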
HDAC3 inh – inhibitors of human histone deacetylase 3. 0.15% of 320,000 active. recombinant HDAC3, fluorogenic peptide/trypsin coupled, fluorescence. inhibition, % at 8.3 µM. O15379; in the data active means inhibition above about 26%, passing the limit was not always enough
TMEM16A act – activates or potentiates the mouse TMEM16A chloride channel. B-score at 10 µM. HEK293 TMEM16A/YFP-H148Q/I152L, iodide quench fluorescence; active compounds read low. 0.3% of 340,000 active. Q8BHY3. AID 623877;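 active means fluorescence-ratio B-score plate-corrected deviation score at least 3 library SD below zero, with starting fluorescence score within 5 deviations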;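 further: channel opened by trigger with iodide after compound preincubation; score built on the fluorescence ratio of max minus min over baseline; more negative score means more quench and so TMEM16A activation or potentiation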
KCNK9 block – inhibitors of human KCNK9 two-pore domain potassium channel; Q9NPC2; HEK293 KCNK9, FluxOR thallium flux fluorescence; active compounds read low; B-score at 10 µM; 1.2% of 310,000 active; AID 488922;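 active means ratio B-score over 3 SD below the library mean, with starting fluorescence within 5 SD of its mean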;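 further: negative B-score means less thallium flux so channel inhibition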
Target sequence (Q9NPC2 whole entry, looked up, the tested form may be a part): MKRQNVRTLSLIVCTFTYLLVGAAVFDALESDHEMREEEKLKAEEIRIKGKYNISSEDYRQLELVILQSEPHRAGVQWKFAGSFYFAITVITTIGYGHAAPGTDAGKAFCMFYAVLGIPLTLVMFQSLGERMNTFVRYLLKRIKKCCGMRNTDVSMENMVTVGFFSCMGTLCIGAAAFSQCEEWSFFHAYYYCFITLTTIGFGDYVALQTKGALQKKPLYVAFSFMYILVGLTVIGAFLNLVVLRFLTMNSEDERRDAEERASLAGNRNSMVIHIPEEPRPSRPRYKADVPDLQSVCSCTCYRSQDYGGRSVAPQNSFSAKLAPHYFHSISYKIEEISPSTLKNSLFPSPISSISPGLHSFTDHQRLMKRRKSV
RGS4 inh – inhibitors of human RGS4; P49798; HEK293 M3R/RGS4 inducible, Fluo-4 calcium flux; active compounds read high; triggered by carbachol at its EC20; B-score at 10 µM; 0.45% of 310,000 active; AID 463165;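 active means B-score, a plate-corrected calcium signal, over three deviations above library mean, with baseline fluorescence within five deviations of library mean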;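 further: RGS4 expression induced by doxycycline in cells with stable M3 receptor; B-score is computed from the integrated fluorescence ratio over baseline after carbachol; higher B-score means a larger calcium signal and so more RGS4 inhibition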
Target sequence (P49798 whole entry, looked up): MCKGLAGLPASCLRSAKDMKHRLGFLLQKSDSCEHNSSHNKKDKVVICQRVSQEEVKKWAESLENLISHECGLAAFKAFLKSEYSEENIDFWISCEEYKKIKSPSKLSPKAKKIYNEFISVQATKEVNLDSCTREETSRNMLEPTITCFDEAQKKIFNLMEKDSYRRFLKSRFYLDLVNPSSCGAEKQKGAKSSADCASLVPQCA
KCNQ1 inh – inhibitors of human KCNQ1 potassium channel; B-score at 10 µM; CHO-K1 KCNQ1, FluxOR thallium flux fluorescence; active compounds read high; 1.3% of 310,000 active;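 active means compounds whose thallium flux B-score, printed positive for inhibition, exceeds three library SD while starting fluorescence stays within three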;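 further: channel opened by potassium depolarization with thallium stimulus after 20 min compound exposure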
SKKanGAS inh – blocks kanamycin growth of S. pyogenes SKKanGAS strain | BacTiter-Glo, 6 h | inhibition, % at 7.5 µM | 1.3% of 300,000 active;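 active means mean replicate score, as percent of positive control median, at least 50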;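 further: strain carries kanamycin resistance gene driven by streptokinase promoter and grows in 40 µg/ml kanamycin; loss of luminescence reflects streptokinase promoter inhibition or plain growth inhibition; 0% = median of DMSO wells and 100% = positive control at its reference dose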
KCNQ1 pot – human KCNQ1 channel potentiation or activation; P51787; AID 2648; CHO-K1 KCNQ1, thallium flux FluxOR fluorescence; active compounds read high; B-score at 10 µM; 0.35% of 310,000 active;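 active means fluorescence ratio B-score, a plate-corrected score, at least three library SD, with initial intensity B-score within 5 SD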
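assay system = CHO-K1 cells stably expressing KCNQ1 | medium = assay buffer, equal DMSO in all wells | timing = 37 °C overnight plating, 90-min dark dye load, 20-min compound pretreatment | measured by = kinetic FluxOR thallium fluorescence, 10-s 1-Hz baseline, 110-s post-stimulus read | measure = fluorescence change relative to baseline, converted to B score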
* = called active by the depositor; i = inactive; . = no result given.

mol	ANO1 block	KCNK3 block	hERG rescue	RGS4 pot	HDAC3 inh	TMEM16A act	KCNK9 block	RGS4 inh	KCNQ1 inh	SKKanGAS inh	KCNQ1 pot
Cc1ccc(-c2cc(C(=O)NCCc3ccc(S(N)(=O)=O)cc3)c3ccccc3n2)cc1	i	i	-12	i	-1	i	i	i	i	25	i
CCOC(=O)C1=C(C)NC(C)=C(C(=O)OCC)C1c1ccccn1	i	i	-3	i	6	i	i	i	i	-3	i
CN1CCCN(S(=O)(=O)c2ccc(O)c(C(=O)O)c2)CC1	i	i	-7	i	-5	i	i	i	i	1	i
CCn1cc(C(=O)O)c(=O)c2cnc(N3CCN(C(=S)NC(=O)c4ccccc4)CC3)nc21	i	i	-8	i	-1	i	i	i	i	4	i
COc1cc(C)ccc1OCc1cc(C(=O)N2CCN(C3CCCCC3)CC2)no1	i	i	-11	i	.	i	i	i	i	4	i
CN(C)c1ccc(/C=C/C(=O)c2cccc(Br)c2)cc1	i	i	-31	i	-3	i	i	i	i	-20	i
CCOc1ccccc1OCC(=O)NCCc1ccc(S(N)(=O)=O)cc1	i	i	-5	i	-1	i	i	i	i	-12	i
O=C(COc1ccc2ccccc2c1)Nc1ccc2c3c(cccc13)CC2	i	i	-7	i	-1	i	i	i	i	-4	i
CC(C)CCn1c(=O)[nH]c2ccccc21	i	i	-11	i	3	i	i	i	i	-7	i
O=C1c2ccccc2-c2onc3ccc(Oc4ccccc4)c1c23	i	i	-11	i	5	i	i	i	i	17	i
C=CCSc1nc(C)c(CCC(C)C)c(=O)[nH]1	i	i	-8	i	1	i	i	i	i	-3	i
CCOc1ccc(/C=N/N2C(C)CCCC2C)cc1OC (stereo not given)	i	i	-4	i	-3	i	i	i	i	-2	i
COc1ccc(CCN(/C=C2\Sc3ccccc3C2=O)C(C)=O)cc1OC	i	i	-6	i	-4	i	i	i	i	-1	i
CCOC(=O)COn1c(=O)c(=O)n(O)c2ccccc21	i	i	-7	i	6	i	i	i	i	0	i
O=C(NC12CC3CC(CC(C3)C1)C2)c1ccc(S(=O)(=O)N2CCOCC2)cc1	i	i	-6	i	-3	i	i	i	i	-10	i
Cc1cc(C(=O)CSc2nc(N)cc(=O)[nH]2)c(C)n1Cc1ccco1	i	i	-20	i	.	i	i	i	i	-3	i
CC(C)(C)C(=O)N1CCN(c2ncccc2C(F)(F)F)CC1	i	i	-8	i	-14	i	i	i	i	-7	i
Cc1[nH]c2ccccc2c1C(=O)CN1CCSCC1	i	i	-6	i	-1	i	i	i	i	-2	i
COc1ccccc1NS(=O)(=O)c1cccc(C(=O)OCc2nc3ccccc3s2)c1	i	i	-12	i	-1	i	i	i	i	8	i
O=C1CSC(c2ccc([N+](=O)[O-])cc2)N1Cc1ccccc1 (stereo not given)	i	i	-4	i	8	i	i	i	i	-2	i
OC(CNCc1ccccc1)(c1ccccc1)c1ccccc1	i	i	-10	i	8	i	i	i	i	0	i
COCCNS(=O)(=O)c1cc(OC)c(Cl)cc1Cl	.	.	-3	i	.	.	i	i	i	1	i
COc1ccc(-c2cc3nc(C)cc(N)n3n2)cc1	i	i	-11	i	-16	i	i	i	i	41	i
COc1ccccc1NC(=O)CCn1cccc1	i	i	-11	i	-13	i	i	i	i	-13	i
Nc1cc(N)nc(SCC(=O)NNC(=O)Cc2ccccc2)n1	i	i	-7	i	-11	i	i	i	i	0	i

The list continues.
mol	ANO1 block	KCNK3 block	hERG rescue	RGS4 pot	HDAC3 inh	TMEM16A act	KCNK9 block	RGS4 inh	KCNQ1 inh	SKKanGAS inh	KCNQ1 pot
O=C(COc1ccccc1F)NC12CC3CC(CC(C3)C1)C2	i	i	-7	i	1	i	i	i	i	10	i
COc1ccccc1NC(=O)CCCNC(=O)Cn1cnc2sc(C)c(C)c2c1=O	i	i	-4	i	5	i	i	i	i	2	i
CCOC(=O)N1CCN(Cc2nc(N)nc(Nc3ccc(Cl)cc3)n2)CC1	i	i	-7	i	9	i	i	i	i	-16	i
CCC(c1nnnn1C(C)(C)CC)N1CCN(c2ccccc2F)CC1 (stereo not given)	i	i	-6	i	5	i	i	i	i	1	i
Cc1ccc(Cl)c(OCCN2CCc3ccccc3C2)c1	i	i	-2	i	-2	i	i	i	i	16	i
Cc1ccccc1-c1noc(-c2ccccc2C(=O)NCc2ccco2)n1	i	i	-7	i	0	i	i	i	i	12	i
Cc1ccc(NC(=S)Nc2cccc3cnccc23)c(C)c1	i	i	-9	i	-3	i	i	i	i	3	i
CC(C)C[C@H](NC(=O)OC(C)(C)C)C(=O)N/N=C/C1=Cc2ccccc2OC1C (stereo not given in full)	i	i	-10	i	3	i	-11*	i	i	8	i
CS(=O)(=O)c1cccc(C(=O)NCc2ccccc2)c1	i	i	-9	i	1	i	i	i	i	-3	i
COc1ccc(C2=NN(C(=O)CCCC(=O)O)C(c3cccs3)C2)cc1OC (stereo not given)	i	i	-13	i	-6	i	i	i	i	3	i
CCc1ccc(-c2csc3[n+]2CCN3C(C)=O)cc1	i	i	1	i	1	i	i	i	i	-1	i
O=C(CSc1nnc(NC(=O)C2CC2)s1)Nc1ccccc1	i	i	-7	i	-6	i	i	i	i	-1	i
Cc1ccc2cccc(OCC(=O)Nc3ccc4c(c3)OCO4)c2n1	i	i	-16	i	-4	i	i	i	i	1	i
CC1=C(C(=O)Nc2ccccn2)C(c2ccccc2Cl)NC(=S)N1 (stereo not given)	i	i	-5	i	-5	i	i	i	i	-20	i
CCOC(=O)CNC(=O)CSc1nc(-c2cccc(C)c2)ns1	i	i	-13	i	5	i	i	i	i	-13	i
CC(C)CC(NS(=O)(=O)c1cc(C(=O)O)ccc1Cl)C(=O)O (stereo not given)	i	i	-1	i	-1	i	i	i	i	-4	i
CC(/C=N\NC(=O)Cn1cncn1)=C/c1ccc(C(C)C)cc1	i	i	-7	i	0	i	i	i	i	-1	i
O=C(C(=O)N1CCCCCC1)c1c[nH]c2ccccc12	i	i	-2	i	5	i	i	i	i	-3	i
COc1ccccc1OCc1ccc(C(=O)Nc2ccccc2F)cc1	i	i	-3	i	-6	i	i	i	i	1	i
CN1C(=O)c2ccc(NC(=O)c3ccc(N4CCCCC4)c([N+](=O)[O-])c3)cc2C1=O	i	i	-6	i	2	i	i	i	i	6	i
Cn1c(=O)c(=O)n(C)c2cc([N+](=O)[O-])c(N3CCOCC3)cc21	i	i	-8	i	0	i	i	i	i	-9	i
CC(C(=O)NC1CCCC1)N1C(=O)c2cccc3cccc1c23 (stereo not given)	i	i	-10	i	-3	i	i	i	i	1	i
NC(=O)C1CCN(C(=O)CN(c2cccc(C(F)(F)F)c2)S(=O)(=O)c2ccccc2)CC1	i	i	-4	i	-6	i	i	i	i	-18	i
O=C(NCC1OCCc2ccccc21)c1ccc(NC(=O)c2cccc(Br)c2)cc1 (stereo not given)	i	i	-4	i	.	i	i	i	i	15	i
NC(=O)c1ccc(N2CCCCC2)c(N2C(=O)C3CC=CCC3C2=O)c1 (stereo not given)	i	i	-11	i	-3	i	i	i	i	3	i

New compounds follow
mol	ANO1 block	KCNK3 block	hERG rescue	RGS4 pot	HDAC3 inh	TMEM16A act	KCNK9 block	RGS4 inh	KCNQ1 inh	SKKanGAS inh	KCNQ1 pot
Clc1cccc2sc(N3CCN(c4ccccc4)CC3)nc12	i	i	-19	i	5	i	-14*	i	i	14	i
Cc1c(C(=O)NCC2COc3ccccc3O2)oc2ccc(S(=O)(=O)N3CCOCC3)cc12 (stereo not given)	i	i	-20	i	7	i	i	i	i	7	i
Cc1cccc(-n2c(SCc3cc(=O)n4ccsc4n3)nc3ccccc32)c1	i	i	-9	-7.4*	-3	i	i	i	i	-5	i
O=C(Oc1cccc(C(=S)N2CCOCC2)c1)c1ccc([N+](=O)[O-])cc1	i	i	-2	i	2	i	i	i	i	3	i
COc1ccc(C(=O)Nc2cccc(-c3nnc(-c4ccco4)o3)c2)cc1	i	i	-27	-9.6*	5	i	i	i	i	8	i
CCC1(C)Cc2c(sc3nc(SC)[nH]c(=O)c23)CO1 (stereo not given)	i	i	-9	i	.	i	i	i	i	5	i
Cc1ccsc1C(=O)OCC(=O)NCCCc1ccccc1	i	i	-16	i	.	i	i	i	i	-13	i
COCCNc1ncnc2c1[nH]c1ccccc12	i	i	-1	i	.	i	i	i	i	3	i
O=C(Nc1ccon1)c1ccc(Cl)s1	i	i	-6	i	6	i	i	i	i	6	i
CN1C(=O)C(C)(C)c2cc(S(=O)(=O)N3CCN(c4cccc(Cl)c4)CC3)ccc21	i	i	-8	i	-7	i	i	i	i	-1	i
Cc1nc2cc(-c3cccc(F)c3)nn2c(C)c1CCC(=O)NC(C)CCc1ccco1 (stereo not given)	i	i	-4	i	-2	i	i	i	i	11	i
Nc1ccc2c(c1)-c1ccccc1S(=O)(=O)N2	i	i	-10	i	2	i	i	i	i	-5	i
CCCc1cc(C(=O)OC)c(NC(=O)OCC)s1	i	i	-3	i	-2	i	i	i	i	-5	i
COc1ccc2[nH]c(N=Nc3ccccc3C)c(O)c2c1	i	i	-1	i	3	i	i	i	i	-7	i
Cc1ccccc1CNC(=O)CCC(=O)N1Cc2ccccc2Oc2ncccc21	i	i	-7	i	-4	i	i	i	i	2	i
COc1ccc(S(=O)(=O)Nc2ccccc2C(=O)NCc2cccnc2)cc1OC	i	i	-3	i	-15	i	i	i	i	-1	i
O=C(NCCc1c[nH]c2ccccc12)C(=O)NCC1OCCCN1S(=O)(=O)c1ccc(F)cc1 (stereo not given)	i	i	-4	i	-9	i	i	i	i	3	i
O=C(NCCCn1ccnc1)c1ccc(NS(=O)(=O)c2cccc([N+](=O)[O-])c2)cc1	i	i	-15	i	-3	i	i	i	i	-11	i
COc1ccc(F)cc1S(=O)(=O)N1CCCC(C)C1 (stereo not given)	i	i	-11	i	0	i	i	i	i	1	i
COc1cc(NC(=O)c2noc3c2CCC3)c(OC)cc1Cl	i	i	-6	i	0	i	i	i	i	0	i
COc1ccc(C(=O)NCCc2nnc3ccc(SCC(=O)N4CCCC4)nn23)cc1	i	i	-5	i	-8	i	i	i	i	-1	i
CC(C(=O)Nc1ccc2c(c1)OCCO2)N1Cc2ccccc2C1=O (stereo not given)	i	i	-7	i	-3	i	i	i	i	-2	i
